# Compound activity from PubChem BioAssay.
# yeast cln2 rad14 = NCI yeast anticancer drug screen, S. cerevisiae cln2 rad14 strain. growth inhibition, % at 50 µM. actives 8.3% (n = 78,000);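 also: 0% = growth of vehicle-only cultures of the same strain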
#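 The screen exposed genetically defined yeast (cln2 rad14) to test compounds and scored growth inhibition relative to vehicle-treated controls.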
# yeast bub3 = NCI yeast anticancer drug screen, S. cerevisiae bub3 mutant strain; AID 167; actives 9.9% (n = 78,000); % growth inhibition at 50 µM;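 also: 0% = growth of vehicle-only cultures of the same strain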
#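 Yeast carrying a defined mutation is treated with each compound, and growth is compared with that of vehicle-exposed cells to give inhibition.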
# yeast mlh1 rad18 = NCI yeast anticancer drug screen, S. cerevisiae mlh1 rad18 strain. actives 11% (n = 79,000). % growth inhibition at 50 µM;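 also: 0% = growth of vehicle-only cultures of the same strain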
#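 Genetically defined yeast (DNA repair-deficient) exposed to compounds; growth inhibition determined relative to vehicle.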
# yeast sgs1 mgt1 = NCI yeast anticancer drug screen, S. cerevisiae sgs1 mgt1 strain; growth inhibition, % at 50 µM; actives 10% (n = 78,000); AID 161;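 also: 0% = growth of vehicle-only cultures of the same strain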
#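 Percent growth inhibition was derived by comparing compound-exposed mutant yeast with vehicle-exposed cultures. The strain carries alterations in DNA damage repair.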
# mec2-1 = NCI yeast anticancer drug screen, S. cerevisiae mec2-1 strain; % growth inhibition at 50 µM; actives 9% (n = 79,000); AID 157;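 also: 0% = growth of vehicle-only cultures of the same strain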
#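 Cells of the genetically defined mec2-1 yeast strain are incubated with test compound. Inhibition of growth is calculated against vehicle-treated controls.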
# yeast rad50 = NCI yeast anticancer drug screen, S. cerevisiae rad50 strain. % growth inhibition at 50 µM. actives 10% (n = 79,000). AID 155;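 also: 0% = growth of vehicle-only cultures of the same strain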
#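 Vehicle-treated cultures provide the reference for the growth inhibition reported for compound-exposed, repair-deficient yeast.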
# The depositor's hits bear a star; x = not tested or not shown; & = joins results of further samples. Rule as the data show it: active = growth inhibition above about 70%; inactive = the rest.
SMILES,yeast cln2 rad14,yeast bub3,yeast mlh1 rad18,yeast sgs1 mgt1,mec2-1,yeast rad50
c1ccc2c(c1)-c1nc-2nc2[nH]c(nc3nc(nc4[nH]c(n1)c1ccccc41)-c1ccccc1-3)c1cc3c4nc5nc(nc6[nH]c(nc7nc(nc([nH]4)c3cc21)-c1ccccc1-7)c1ccccc61)-c1ccccc1-5,-29,2,4,-19,-10,-11
c1ccc(C(c2ccccc2)[n+]2ccccc2)cc1,-11,-6,-6,-6,-1,4
CC1CC(Nc2ccc(Br)cc2)N(C(=O)c2ccc(Br)cc2)O1 (centres undefined),6,-35,-3,26,-1,-26
O=C(O)C(c1ccccc1)c1cccs1 (centres undefined),-30,-21,-7,-9,5,-4
COc1cc(-c2ccc(Br)[nH]2)[nH]c1C=NCC(C)C,78*,69,87*,79*,78*,78*
C#CC(C)OC(=O)Nc1ccccc1 (centres undefined),-4,-8,-8,3,-22,29
O=C1c2c(O)cccc2C(C(=O)CCCC(=O)C2c3cccc(O)c3C(=O)c3c(O)cccc32)c2cccc(O)c21,20,-16,-1,3,13,-2
O=C(O)CCC1CCc2cccc(O)c2C1=O (centres undefined),16,6,-3,2,3,8
Cc1ccnc(NC(=O)Nc2ccc(C)cc2[N+](=O)[O-])c1,8,18,24,20,27,18
CCCCCCCCCCCCCCCCCCNc1ccn(C2OC(COP(=O)(O)O)C(O)C2O)c(=O)n1 (centres undefined),7,14,-39,-3,1,2
CCCCCCCC(=O)Oc1ccccc1,-10,-2,-1,-1,-10,14
O=[N+]([O-])C1CC2CCC1CC2 (centres undefined),-12,9,-10,6,0,4
O=C1O/C(=C(\Br)c2ccc([N+](=O)[O-])cc2)c2ccccc21,1,-6,1,19,-27,30
C=CCOC(=O)C(=O)OCC=C,2,5,15,-26,31,19
Cc1n[nH]c(=O)n(/N=C/c2cccs2)c1=O,x,x,-11,x,-7,4
Cc1ccc(/C(O)=C/c2nc3c(nc2NC24CC5CC(CC(C5)C2)C4)c(=O)oc2ccccc23)cc1,-4,6,2,-7,-1,6
CN(C)C(=S)SC(=S)N(C)C,97*,99*,99*,99*,99*,99*
CC(=O)Oc1ccccc1/C=C1/C=C(c2ccccc2)OC1=O,-39,-17,0,-1,-8,6
CCC1CCCN1CCOC(=O)C(c1ccccc1)C1C=CCC1 (centres undefined),62,49,63,72*,34,53
O=C(O)C(C1CCCCC1)C1(O)CCCC1 (centres undefined),23,22,12,8,10,7

# No new results follow: 6 of the compounds above.
SMILES,yeast cln2 rad14,yeast bub3,yeast mlh1 rad18,yeast sgs1 mgt1,mec2-1,yeast rad50
Cc1n[nH]c(=O)n(/N=C/c2cccs2)c1=O,x,x,-11,x,-7,4
Cc1ccc(/C(O)=C/c2nc3c(nc2NC24CC5CC(CC(C5)C2)C4)c(=O)oc2ccccc23)cc1,-4,6,2,-7,-1,6
CN(C)C(=S)SC(=S)N(C)C,97*,99*,99*,99*,99*,99*
CC(=O)Oc1ccccc1/C=C1/C=C(c2ccccc2)OC1=O,-39,-17,0,-1,-8,6
CCC1CCCN1CCOC(=O)C(c1ccccc1)C1C=CCC1 (centres undefined),62,49,63,72*,34,53
O=C(O)C(C1CCCCC1)C1(O)CCCC1 (centres undefined),23,22,12,8,10,7

# Continuation.
SMILES,yeast cln2 rad14,yeast bub3,yeast mlh1 rad18,yeast sgs1 mgt1,mec2-1,yeast rad50
N#CSC(C(=O)c1ccccc1)c1ccccc1 (centres undefined),89*,95*,91*,91*,61,94*
CC(CCNC(=O)CCc1ccccc1)NC(=O)CCc1ccccc1 (centres undefined),-35,6,-10,5,-4,0
Clc1ccccc1N1CCN(c2c3c(nc4ccccc24)CCCCC3)CC1,94*,93*,96*,94*,96*,93*
O=C(NC(CSC(c1ccccc1)(c1ccccc1)c1ccccc1)C(=O)O)OC(c1ccccc1)c1ccccc1 (centres undefined),89*,89*,97*,97*,96*,91*
CC(=O)Nc1ccc(-c2nnc(SCC(=O)Nc3ccc(C)cc3)o2)cc1,8,-14,-38,-6,-6,-15
COC(=O)NC1(NC(=O)OC)NC(=O)c2ccccc2N1,19,8,-5,-26,11,-4
Cc1nn(C(=O)Cc2ccccc2)c2c1C(c1ccc(/C=C/c3ccccc3)cc1)SC(N)=N2 (centres undefined),6,21,15,0,-3,-12
CC(=O)CC(C[N+](=O)[O-])c1ccccc1 (centres undefined),-28,-22,-7,-5,-1,-5
O=C(CC(=O)c1cccc2ccccc12)C(=O)Nc1nccs1,13,-15,-17,2,-33,-5
O=c1c2[nH]cnc2ncn1Cc1ccccc1,-33,-21,-6,0,1,1
O=[N+]([O-])c1ccc(CCCn2cnc3c(Cl)ncnc32)c([N+](=O)[O-])c1,-1,1,-11,8,1,15
NC1=NN(O)C2=CC(Br)C=CC2=N1 (centres undefined),8,43,22,12,-7,10
COC(=O)C(=NNc1ccccc1[N+](=O)[O-])C(=O)OC,34,20,-3,23,5,16
COC(=O)C(NC(=O)OCc1ccccc1)C(C)O (centres undefined),-11,0,5,8,19,15
CNc1ccc(/C=C/c2ccnc3ccccc23)cc1,28,42,50,68,46,31
ClC12CCC(Cl)(CC1)CC2,-51,-11,-8,-4,1,10
O=C(O)C(Cc1ccc2c(c1)CCC2)(Cc1ccc2c(c1)CCC2)C(=O)O,33,23,12,-4,13,27
Cn1cc(-n2[nH]c(=O)n(-c3ccccc3)c2=O)c(=O)n(C)c1=O,-21,16,13,-1,8,-50
CC(=C/c1ccccc1)/C=C1/SC(=S)N(C=C2C(=O)NC(=O)NC2=O)C1=O,50,50,43,32,54,55
Cc1c(C)c(C)c(CNNC(=S)Nc2ccc(S(=O)(=O)N3CCCCC3)cc2)c(C)c1C,9,6,8,9,-18,-4
CC(=O)/C(=C\c1ccco1)C(=O)CCN(C)C,22,-8,41,31,13,-1
CN(Cc1cnc2nc(N)nc(N)c2n1)c1ccc(C(=O)NC(CCC(=O)O)C(=O)O)c(Cl)c1Cl (centres undefined),-11,78*,88*,86*,98*,94*
COC(=O)CCC(CCC(=O)OC)([N+](=O)[O-])[N+](=O)[O-],-56,11,3,4,-2,0
NS(=O)(=O)c1cc(=O)[nH]c(=O)[nH]1,-4,-2,3,0,-11,-12
COc1cccc(C(=O)c2ccncc2C)c1OC,-8,28,-8,10,-4,-15
CCOC(=O)C(=CNc1ccc(F)c(F)c1)C(=O)OCC,-2,26,-36,-8,2,0
COC(=O)c1ccc(OC(=O)Nc2ccccc2[N+](=O)[O-])cc1,3,15,-16,12,33,6
CCCCCCCCCCCCCCCC/C(C(=O)OC)=C(/O)C(=O)OCC,-67,-1,-6,-4,-12,-5
O=C(O)c1ccccc1C(=O)NC(Cc1cnc[nH]1)C(=O)O (centres undefined),x,x,-10,x,-32,-9
CC(C)C(/C=C/c1ccccc1)=N\NC(=O)N/N=C(/C=C/c1ccccc1)C(C)C,-32,15,-1,-4,5,-31
CCOC(=O)c1cc2c([N+](=O)[O-])cccc2[nH]1,-36,6,14,-2,-6,18
O=C(O)c1c(F)c(F)c(C(=O)O)c(F)c1F,15,15,12,16,-16,6
COc1cc(/C=N\Nc2ccccc2[N+](=O)[O-])cc(OC)c1OC,x,x,-13,x,-25,-11
COc1ccc(C(=O)C(C)CN2CCOCC2)cc1 (centres undefined),33,53,54,40,23,68
Cc1c(C2Cc3ccccc3N2)c2ccccc2n1C (centres undefined),35,9,2,-1,10,-10
CCCCOCCOCCO,-15,1,2,-16,-22,-18
O=C1C=CC2(C=C1)OCC(=O)O2,5,-3,0,3,10,6
COC(=O)C(=O)C1(C)CCc2c(ccc3ccc(OC)cc23)C1=O (centres undefined),-32,20,-6,-6,-3,-33
CCN(CC)c1ccc2nc3ccc(N(CC)CC)cc3[n+](-c3ccccc3)c2c1,97*,99*,99*,99*,94*,92*
COc1ccc(Cl)cc1NC(=O)Oc1ccc(NC(C)=O)cc1,-1,11,4,-1,-1,3
CN(C)c1ccc(/C=C/C(=O)C(C)(C)C)cc1Br,26,14,-7,28,-10,34
Cc1cc(C)c(CN(C)C)c(/C=C/c2ccccc2)c1,1,5,9,-1,-6,4
CC(C)(C)c1c2c(c(C(C)(C)C)c3c1OCN(Cc1ccccc1)C3)OCN(Cc1ccccc1)C2,18,12,42,72*,9,54
O=C(NC(=S)c1ccccc1)Nc1ccccc1,-9,24,19,7,38,2
C=CCNc1ncnc2nc[nH]c12,-23,15,-23,2,-26,-34
CCCC1(CCCNC(=O)c2ccccc2)OCc2ccccc2CO1,-3,30,26,2,10,18
CC1(C)OC(=O)C=C([O-])O1.CC1(C)OC(=O)C=C([O-])O1.CC[O-].CC[O-].[Ti+4],-9,-12,-3,4,-36,-21
C1CCN(CC2CCCCN2)CC1 (centres undefined),3,-9,19,7,-35,0
COc1ccc(CCNC(=O)CC2CCN(Cc3ccccc3)CC2)cc1OC,-4,-3,-2,5,1,4
CC1(C)COCN1COC1CCCCC1,26,-14,6,-22,-11,-4
CCC1(C=O)C(=O)NC(=O)N1C (centres undefined),6,2,6,2,1,3
Cc1c(-c2nc3ccccc3[nH]2)c(=O)n(-c2ccccc2)n1C,7,-10,-39,-24,-38,-70
CC(C)C1=CC2=C[C@H](O)[C@H]3C(C)(C)CCC[C@]3(C)C2=C(O)C1=O,91*,92*,92*,93*,93*,93*
Cc1ccc(C(=O)c2sc(Nc3cccc(C(F)(F)F)c3)c(C#N)c2N)c(C)c1,11,3,-13,6,3,17
O=C=Nc1cccc([N+](=O)[O-])c1,-5,-28,-41,-1,-6,-1
CC(=O)NCCSSCCCCS(=O)O,11,6,-5,8,-20,-19
CCOC(=O)c1ccc(Cc2ccc(C(=O)OCC)o2)o1,-16,1,-25,-4,-30,-34
Cc1ccc(S(=O)(=O)OC2CCN(C(=O)OCc3ccccc3)CC2)cc1,4,41,3,29,-31,-9
O=C1C2c3[nH]c4ccccc4c3C3CCCC3C2C(=O)N1c1ccccc1 (centres undefined),-8,-9,-19,-8,-12,-4
Nc1ncn(C2OC(COP(=O)(O)O)C(O)C2O)c(=O)n1 (centres undefined),5,0,-20,3,4,2
COc1ccc(-n2cnc3c2NC(C)(C)N=C3C(N)=O)c(OC)c1,25,-10,-23,-36,-30,-18
N#CC(Cc1ccccc1)c1ccccc1 (centres undefined),2&-25,-5&0,6&3,30&-18,11&-12,17&-66

# Structures from the list above that have a thiophene ring, fused or not, in the order listed:
SMILES,yeast cln2 rad14,yeast bub3,yeast mlh1 rad18,yeast sgs1 mgt1,mec2-1,yeast rad50
O=C(O)C(c1ccccc1)c1cccs1 (centres undefined),-30,-21,-7,-9,5,-4
Cc1n[nH]c(=O)n(/N=C/c2cccs2)c1=O,x,x,-11,x,-7,4
Cc1ccc(C(=O)c2sc(Nc3cccc(C(F)(F)F)c3)c(C#N)c2N)c(C)c1,11,3,-13,6,3,17
